# CAL PDZ FP-1 = CAL PDZ peptide-binding inhibitors, primary screen, biochemical, fluorescence polarization, Cer-tagged CAL PDZ, HTS; purified CAL PDZ, TMR-peptide fluorescence polarization, 1 h; inhibition, % at 20 µM; AID 504414, 2011; Golgi-associated PDZ and coiled-coil motif-containing protein (Homo sapiens), Q9HD26; hit rate 0.02% among 330,000;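 active = highest replicate inhibition of at least 40%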;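 note: plate controls were DMSO neutral control wells for no effect and unlabeled competitor peptide control wells for full effect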
#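 System: tagged CAL PDZ domain. Schedule: 1 h room-temperature incubation prior to read. Signal: fluorescence polarization (mP). Measure: percent inhibition from loss of millipolarization.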
# MITF act = activators of MITF-driven TRPM1 promoter reporter, primary screen, cell-based, SK-MEL-5, luciferase, single point. hit rate 0.75% among 300,000. activation, % at 12.5 µM. AID 588334, 2011. SK-MEL-5 TRPM1-promoter luciferase, 24 h; % of positive control, neutral wells = 0;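 active = mean activation of at least 80% with every replicate also reaching 80%; inconclusive = mean reaches 80% but some replicate falls short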;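 note: 0% = neutral control wells and 100% = parthenolide positive control wells; values of inactives mirror those of a sister screen read the other way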
# CAL PDZ FP-2 = untagged CAL PDZ binding inhibitors, primary screen, biochemical, fluorescence polarization, HTS; purified CAL PDZ, TMR-peptide fluorescence polarization, 1 h; inhibition, % at 24.9 µM; hit rate 0.92% among 300,000; AID 602252, 2012;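 active = mean inhibition of at least 30% with at least half of replicates also reaching 30%; inconclusive = no clear call, values can overlap the other calls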;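 note: 0% = DMSO neutral control and 100% = excess unlabeled competitor peptide PRC23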
# V-ATPase pHluor = regulators of yeast V-ATPase proton pumping, primary screen, pHLuorin cytosolic pH fluorescence. S. cerevisiae. response, % at 10 µM. hit rate 0.37% among 350,000. AID 504577, 2011; in the data active = response mostly above about 7.3%, no sharp cut-off; inactive = mostly below about 5.4%; note: actives read high; inactives centre near 0; some compounds called inactive have numbers as strong as hits; reference of the scale not given here
# Wnt act = Wnt/beta-catenin pathway activators, primary screen, cell-based, plate reader, single point | Wnt/beta-catenin reporter cell assay, activator | activation, % at 9.35 µM | hit rate 1.2% among 300,000; in the data active = activation above about 30%, passing the limit was not always enough; inconclusive = no clear call, values can overlap the other calls;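 note: 0% = neutral control wells and 100% = positive control wells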
# Rtt109 Vps75 = inhibitors of C. albicans Rtt109/Vps75 HAT, primary screen, biochemical, ThioGlo CoA-SH fluorescence, plate reader. Histone acetyltransferase RTT109 (Candida albicans (strain SC5314 / ATCC MYA-2876)), …. purified Rtt109/Vps75, 4 h. inhibition, % at 34.9 µM. hit rate 0.16% among 330,000;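 active = inhibition of at least 50% in every replicate; inconclusive = best replicate reaches 50% inhibition but some replicates fall short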
# cardiac RTF act = cardiac RTF calcium sensitivity activators, primary screen, biochemical, IANBD-TnC fluorescence, EC20 calcium; Troponin I, cardiac muscle (Homo sapiens) + Troponin T, cardiac muscle (Homo sapiens) + …; IANBD-labeled TnC RTF fluorescence at EC20 calcium; 0% EC20 calcium, 100% full calcium; activation, % at 7.2 µM; hit rate 0.24% among 340,000; AID 493008, 2010;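 active = activation above the mean over all tested compounds plus 3 SD, cut at about 30% in these data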;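 note: rise in fluorescence read as greater calcium sensitivity of cardiac thin filaments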
# Tat transport = E. coli Tat export inhibitors, primary screen, MC4100, TorA-mCherry reporter, fluorescence, single point; inhibition, % at 10 µM; hit rate 0.036% among 340,000; AID 488895, 2010;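 active = mean replicate inhibition at least 50% and at least half of replicates individually reaching 50%; inconclusive = only one of the two criteria met; inactive = neither criterion met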;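 note: exported cargo escapes ClpAP degradation while cytoplasmic cargo is degraded and loses fluorescence; 0% = median of neutral control wells and 100% = median of NaSCN control wells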
# dFosB activator = activators of delta FosB homodimer, primary screen, biochemical, fluorescence polarization, TAMRA-CDK5 oligo, single point; Protein FosB (Mus musculus), P13346; purified delta FosB; percent of positive-control signal above neutral wells; activation, % at 25 µM; hit rate 0.99% among 340,000; AID 493131, 2011;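 active = mean activation above about 17%, with every replicate also reaching it, limit read from the data, passing the limit was not always enough; inconclusive = only one of the two conditions met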;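 note: fluorescence polarization rise as delta FosB binds a TAMRA Cdk5 AP-1 oligo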
# Target sequence (P13346 whole entry, looked up): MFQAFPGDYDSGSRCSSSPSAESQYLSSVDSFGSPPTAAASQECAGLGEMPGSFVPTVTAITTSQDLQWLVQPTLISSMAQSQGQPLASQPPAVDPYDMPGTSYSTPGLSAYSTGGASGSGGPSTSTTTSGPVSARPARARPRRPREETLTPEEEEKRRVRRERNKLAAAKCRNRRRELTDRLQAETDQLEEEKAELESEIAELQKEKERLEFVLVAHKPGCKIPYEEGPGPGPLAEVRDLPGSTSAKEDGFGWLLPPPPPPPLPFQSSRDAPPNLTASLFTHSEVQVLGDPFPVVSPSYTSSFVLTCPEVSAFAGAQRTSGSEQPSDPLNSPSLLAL
# CDK5 inh = inhibitors of human CDK5/p35 kinase, primary screen, biochemical, single concentration; Cyclin-dependent kinase 5 (Homo sapiens) + Cyclin-dependent kinase 5 activator 1 (Homo …; Recombinant CDK5/p35, ADP-Glo luminescence, 60 min; inhibition, % at 10 µM; hit rate 0.01% among 330,000; AID 488839, 2010;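 active = highest replicate inhibition of at least 50% and at least 75% of replicates reaching 50%; inconclusive = only one of the two criteria met; inactive = both criteria failed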;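 note: plate controls were DMSO neutral control for no effect and GW8510 at 10 µM for full effect; many of its hits are not listed in these tables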
# Target sequence (Q00535 whole entry, looked up): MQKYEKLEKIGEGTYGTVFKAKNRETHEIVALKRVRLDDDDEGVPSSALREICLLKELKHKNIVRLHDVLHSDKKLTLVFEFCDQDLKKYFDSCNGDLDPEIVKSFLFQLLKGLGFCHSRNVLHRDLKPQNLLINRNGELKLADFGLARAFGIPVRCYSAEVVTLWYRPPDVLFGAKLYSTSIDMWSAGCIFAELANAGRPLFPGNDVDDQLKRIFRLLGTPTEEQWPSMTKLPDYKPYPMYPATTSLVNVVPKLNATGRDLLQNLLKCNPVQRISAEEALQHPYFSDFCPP
# Target sequence (Q15078 whole entry, looked up): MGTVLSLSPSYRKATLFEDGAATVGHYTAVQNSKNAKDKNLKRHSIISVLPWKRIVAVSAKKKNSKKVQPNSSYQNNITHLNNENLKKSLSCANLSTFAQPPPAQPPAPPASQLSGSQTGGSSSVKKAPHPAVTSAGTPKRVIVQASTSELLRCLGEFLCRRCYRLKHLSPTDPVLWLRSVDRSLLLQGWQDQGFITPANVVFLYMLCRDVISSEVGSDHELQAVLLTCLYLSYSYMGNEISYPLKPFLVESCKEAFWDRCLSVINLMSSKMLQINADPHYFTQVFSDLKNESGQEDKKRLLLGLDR
# Active calls of the source: *; ? = inconclusive; · = no result given.
# Every second line gives: CAL PDZ FP-1	MITF act	CAL PDZ FP-2	V-ATPase pHluor	Wnt act	Rtt109 Vps75	cardiac RTF act	Tat transport	dFosB activator	CDK5 inh
COc1cc(C2C3C(=O)N(c4ccccc4)C(=O)C3ON2c2ccccc2)ccc1O (stereo unspecified)
 : -0.6	8	9	1	20	5	-4	-8	0	0.2
CN(C(=O)c1ccc(NC(=O)C2CCCN(C(=O)OC(C)(C)C)C2)cc1)C1CC1 (stereo unspecified)
 : -0.1	-19	-4	-3	-1	4	-4	1	-7	-3.5
O=C(Nc1ccc2c(c1)OCCO2)c1ccc(Cl)cc1Cl
 : -0.5	24	-3	7	11	8	-5	22	-5	1.1
CC(NC(=O)CNC(=O)c1sc2ccccc2c1Cl)c1ccc(S(N)(=O)=O)cc1 (stereo unspecified)
 : -2.1	15	-4	-1	4	0	-3	-4	-17	0.4
CCOC(=O)[C@H]1[C@H]2COc3ccc(C)cc3[C@@H]2N2C(=O)[C@@H](C)NC(=O)[C@@]12C
 : -0.7	8	-1	-1	-3	8	1	8	4	-2.0
Cc1ccccc1NS(=O)(=O)c1cc2c3c(c1)CC(=O)N3CCC2
 : -3.4	-2	-3	0	-3	6	-9	-4	-7	0.3
CC(C)Oc1ccc(S(=O)(=O)N2CCCCC2)cc1NC(=O)CC1OC(=O)c2ccccc21 (stereo unspecified)
 : -1.0	9	-3	-2	0	13	-3	-1	-5	-2.6
Clc1ccc(-c2nc(N3CCCCC3)nc3ccccc23)cc1
 : -2.5	-14	-3	-24	-2	-34	1	1	-11	-0.9
CCc1nc(NC2CCCCC2)c(C#N)c2c1COC(C)(C)C2
 : -4.6	10	2	-1	-2	-5	4	2	-18	-1.1
Cc1c(C(=O)N2CCCC2)oc2c1-c1nn(CC(=O)NCCCN3CCCCC3)cc1CC2
 : -2.0	0	-4	-4	1	18	-3	-11	-2	·

# The list goes on; it opens with the two that closed the last part.
# Every second line gives: CAL PDZ FP-1	MITF act	CAL PDZ FP-2	V-ATPase pHluor	Wnt act	Rtt109 Vps75	cardiac RTF act	Tat transport	dFosB activator	CDK5 inh
CCc1nc(NC2CCCCC2)c(C#N)c2c1COC(C)(C)C2
 : -4.6	10	2	-1	-2	-5	4	2	-18	-1.1
Cc1c(C(=O)N2CCCC2)oc2c1-c1nn(CC(=O)NCCCN3CCCCC3)cc1CC2
 : -2.0	0	-4	-4	1	18	-3	-11	-2	·
CCOc1cc(C2C3=C(CCCC3=O)Nc3ccc4ncccc4c32)ccc1O (stereo unspecified)
 : -0.9	-11	0	0	-11	22	5	-6	-5	-0.4
Cc1nc(Nc2ccccc2)sc1-c1ccccc1
 : -0.3	58	0	1	44*	6	-2	-1	5	0.8
CSc1nc2[nH]c3c(c2c2ncnn12)CCCC3
 : 0.2	-9	·	8	·	-1	2	-3	-1	0.5
Cc1ccc(S(=O)(=O)N[C@@H](CC(C)C)C(=O)N2CCC(C(=O)N[C@H](C(=O)O)C(C)C)CC2)cc1
 : 0.0	10	0	-1	-1	-6	1	3	3	-2.3
O=C(COC(=O)c1cccc(S(=O)(=O)NCc2ccccc2)c1)c1ccccc1
 : -0.5	1	5	0	-5	8	0	1	8	-0.5
CCCN1CCN(C2CCCCC2NS(=O)(=O)c2ccccc2)CC1 (stereo unspecified)
 : 0.5	22	4	2	·	0	-4	11	5	-4.2
O=S(=O)(Nc1nc2ccccc2nc1Cl)c1cccc(C(F)(F)F)c1
 : -2.6	-11	-3	-5	-1	-4	-1	-1	-6	-1.8
CSc1ccc(Cl)c(C(=O)OCC(=O)N2CC(C)OC(C)C2)c1 (stereo unspecified)
 : 1.2	2	0	0	·	-4	0	4	2	0.7
CCN(CC)CC#CCC(O)(c1ccccc1)C1CCCCC1 (stereo unspecified)
 : 0.3	-5	-5	2	-4	·	2	-25	-8	-2.8
CC1=C(C(=O)Nc2ccccc2C(=O)NCc2ccccc2)SCCO1
 : -1.4	9	0	0	-1	-6	3	4	-10	0.5

# Next section.
mol | CAL PDZ FP-1 | MITF act | CAL PDZ FP-2 | V-ATPase pHluor | Wnt act | Rtt109 Vps75 | cardiac RTF act | Tat transport | dFosB activator | CDK5 inh
COc1cccc(C2Nc3ccccc3C(=O)N2c2ccc(F)cc2)c1O (stereo unspecified) | 2.3 | 101* | -1 | 0 | 19 | -12 | -7 | -2 | -5 | 0.8
COc1ccc(CCNc2oc(Cc3ccccc3)nc2C#N)cc1OC | -0.7 | -6 | -1 | 3 | -1 | 6 | -1 | -17 | -3 | 1.7
Cc1cc(C)cc(-n2nnnc2-c2cn(C)nc2C(F)(F)F)c1 | -1.6 | 3 | -5 | -1 | · | 1 | -1 | 5 | 6 | -1.3
NC(=O)c1nsc(C(=O)N(CC(=O)NC2CCCC2)c2cccc(C(F)(F)F)c2)c1N | -2.2 | 2 | · | 1 | 2 | -2 | -1 | -8 | -14 | -0.7
CC1CCC2(CC1)NC(=O)N(CC(=O)c1ccc(CNC(=O)C(C)(C)C)s1)C2=O (stereo unspecified) | -0.8 | -8 | -3 | -3 | 1 | 15 | -2 | -4 | -9 | 0.8
CSc1nnc2c(n1)OC(C)N(C(=O)c1ccccc1)c1ccccc1-2 (stereo unspecified) | -1.1 | · | -3 | -4 | · | -6 | -3 | -1 | 3 | -1.4
O=C(NCC1CCCO1)c1onc(CSc2ccccc2)c1C(=O)O (stereo unspecified) | -1.3 | 11 | -2 | 2 | -1 | -4 | 0 | -18 | 1 | -2.2
CCN1CCN(CC(=O)Nc2ccc(OC(F)(F)F)cc2)CC1 | 0.3 | -10 | 5 | 2 | -3 | -12 | -1 | -3 | 5 | -0.6
CC(C)C(Nc1ccc(S(=O)(=O)N2CCOCC2)cc1[N+](=O)[O-])C(=O)O (stereo unspecified) | -0.1 | -1 | 3 | 3 | 1 | 3 | 8 | -10 | -2 | -0.3
O=C(CCSCCC(=O)NCc1ccccc1)NCc1ccccc1 | -1.4 | -3 | 1 | 0 | 6 | -11 | 12 | 7 | 4 | -3.6
CC(C)(CO)NCC(O)Cn1cc(C=O)c2ccccc21 (stereo unspecified) | -0.2 | 7 | 1 | -2 | -2 | -3 | 2 | -1 | -8 | -0.7
COc1ccc(C=C2SC(=S)NC2=O)c(OC)c1OC | -1.1 | -3 | -5 | -4 | -1 | 21 | -5 | 5 | -5 | 2.5
Cc1cccc(N2CCN(S(=O)(=O)c3cc4c(cc3Cl)NC(=O)CO4)CC2)c1C | -3.2 | · | · | 4 | 0 | -2 | 4 | -3 | -2 | -0.2
N=c1c2c3c(sc2ncn1N)CCCCC3 | 0.5 | · | 0 | 3 | · | 3 | -1 | 7 | -3 | 0.7
CC(=O)Cc1nsc(NC(=O)c2ccc(-c3cc(Cl)ccc3Cl)o2)n1 | -2.5 | -6 | -1 | -1 | 1 | 26 | 3 | -1 | -3 | 2.3
Cn1cc(S(=O)(=O)N2CCN(C(=O)c3ccco3)CC2)c(=O)n(C)c1=O | 0.5 | 16 | -4 | 2 | 3 | -7 | 3 | -2 | -4 | 1.4
C=CCN(CC=C)S(=O)(=O)c1ccc(NC(=S)NC(=O)C2CC2)cc1 | 0.1 | -2 | 1 | 4 | -3 | 7 | -5 | ? | -9 | 1.0
O=C(Oc1c(-c2ccccc2Cl)oc2ccccc2c1=O)c1ccc(Cl)cc1 | -1.5 | 2 | -6 | 1 | 0 | -7 | 8 | -5 | -12 | -0.2
CN1CCN(S(=O)(=O)c2ccc(NS(=O)(=O)c3ccccc3)cc2)CC1 | -1.6 | 17 | -1 | 0 | -2 | 8 | 3 | -9 | -1 | 0.8
Cc1ccc(SC(=O)COc2ccccc2C)cc1 | -1.7 | 5 | -5 | -2 | -3 | 2 | 10 | 0 | -6 | 0.6
CCNc1nc(NCC)nc(NS(=O)(=O)c2ccc(N)cc2)n1 | -0.4 | 10 | · | -3 | -1 | -17 | 4 | 5 | 1 | 1.0
COCC(=O)N1CCC(Oc2ccc(C(=O)N3CCCCC3COC)cc2)CC1 (stereo unspecified) | -2.6 | 2 | -6 | 9 | 1 | -16 | -10 | -7 | -2 | 0.5
Cc1ccc(S(=O)(=O)N2CCC(C(=O)OCC(=O)N3CC(C)CC(C)C3)CC2)cc1C (stereo unspecified) | -0.5 | 8 | · | 5 | 4 | -3 | -9 | -4 | -6 | -1.3
Cc1ccc([N+](=O)[O-])cc1NC(=S)NCCc1ccccc1 | -3.0 | -8 | -5 | 2 | 1 | 12 | -2 | -2 | -4 | -0.7
O=C(CN1CCC(NC(=O)c2cccc(F)c2)CC1)NCc1cccs1 | -2.7 | -6 | -2 | 2 | 3 | 11 | 3 | -1 | -3 | -0.3
COc1ccc(CNC(=O)C(c2ccco2)N(C(=O)Cc2cccs2)c2cccnc2)cc1 (stereo unspecified) | -0.1 | 5 | -2 | 0 | -2 | 5 | 0 | -2 | -4 | -1.8
CCc1ccc(NC(=O)CSc2n[nH]c(C)c2[N+](=O)[O-])cc1 | -5.1 | 5 | -2 | -2 | 0 | -10 | 7 | 2 | -4 | ·
CCOc1cc(/C=N/NC(=O)CN2CCOCC2)ccc1OCc1ccccc1 | -1.5 | -4 | 1 | -1 | · | 0 | 3 | -5 | 4 | -0.7
CCOC(=O)C1=C(c2ccccc2)Nc2c(c(=O)n(C)c(=O)n2C)C1c1ccc(O)c(OC)c1 (stereo unspecified) | -2.8 | · | -8 | -2 | · | 9 | 0 | -14 | 0 | 1.2
Cc1cc(CCNC=O)c(C)c2c1sc1ccccc12 | -1.1 | -5 | 7 | -1 | 8 | -4 | 3 | 0 | -16 | 1.7

# An excerpt from above with just CDK5 inh and Rtt109 Vps75.
Structure	CDK5 inh	Rtt109 Vps75
Cc1cc(CCNC=O)c(C)c2c1sc1ccccc12	1.7	-4
CCOc1cc(/C=N/NC(=O)CN2CCOCC2)ccc1OCc1ccccc1	-0.7	0
COc1ccc(C=C2SC(=S)NC2=O)c(OC)c1OC	2.5	21

# Screening data as filed in PubChem.
